TAG inh: triacylglycerol accumulation inhibition; inhibition, % at 12.5 µM; hit rate 0.66% among 230,000; H9c2 cells, Nile Red lipid (TAG) fluorescence; cells loaded with 200 µM oleic acid; AID 651582;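 active = pattern-corrected inhibition of lipid staining of at least 50% with the nuclear-stain viability signal not falling by more than 50%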;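 also: 0% = DMSO wells and 100% = triacsin C control wells; some results filed as inactive read as strong as hits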
TAG inh DAPI viability: further read-out of TAG inh, marked with its call; DAPI nuclei signal change (viability), lower = more cytotoxic, %;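 whole-well DAPI fluorescence read on a plate reader as a viability signal; minus 50 percent equals half of cells still viable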
* hit, by the source's call.

SMILES	TAG inh	TAG inh DAPI viability
Cc1cc(N2CCN(c3ccccn3)CC2)n2cc(-c3ccccc3)nc2n1	36	-9
CCNC(=O)C1CCCN(C(=O)c2cccc3ccccc23)CC1 (configuration not stated)	-10	9
Cc1cc(C)n(C2CC(=O)N(c3cccc(Cl)c3)C2=O)n1 (configuration not stated)	-3	-11
COCCNC(=O)C1(C)CCN(C(=O)c2sc(-c3ccccc3)nc2C)C1 (configuration not stated)	-10	4
COC(=O)N/N=C/c1cc(C)n(-c2ccc(F)cc2)c1C	-7	6
Cc1ccc(C(=O)Oc2ccc(C(=O)COC(=O)C3CC(=O)N(Cc4ccco4)C3)cc2)cc1 (configuration not stated)	-9	10
Cc1ccc(N(CC(=O)NCCSc2ccccn2)S(C)(=O)=O)cc1	-19	4
CCc1nc2c(OCCC3CCCCC3)cccn2c1N(C=O)Cc1ccccc1	-8	2
CCOc1ccccc1NC(=O)CN(c1nccs1)S(=O)(=O)c1ccc(N)cc1	-33	-9
CN(C(=O)c1ccc(NC(=O)Cc2ccc(NC(=O)C3CCN(C(=O)C4CCCCC4)CC3)cc2)cc1)C1CC1	-25	12
O=C(Cc1ccccc1[N+](=O)[O-])Nc1ccc(S(=O)(=O)N2CCCC2)cc1	8	-6
CCOc1ccccc1NC(=O)NCc1ccc2c(c1)OCO2	-42	5

2 entries picked at random from those above:
SMILES	TAG inh	TAG inh DAPI viability
Cc1cc(N2CCN(c3ccccn3)CC2)n2cc(-c3ccccc3)nc2n1	36	-9
CCOc1ccccc1NC(=O)NCc1ccc2c(c1)OCO2	-42	5

New compounds follow:
SMILES	TAG inh	TAG inh DAPI viability
Cc1ccc(S(=O)(=O)N2CCOCC2)cc1C(=O)NCc1cn2ccsc2n1	8	-4
CN(C)c1nc(C(=O)O)nc(N2CCOCC2)n1	4	1
O=C(Nc1nnc(COc2ccc(F)cc2)s1)c1cccs1	17	-9
CCOc1ccc(OCCC(=O)OCC(=O)Nc2ccc3c(c2)OCCO3)cc1	0	0
O=C(Nc1cccc([N+](=O)[O-])c1)Nc1cnccn1	-5	4
O=C(COC(=O)COc1ccccc1)Nc1ncc([N+](=O)[O-])s1	18	-1
COC(=O)Cc1c(C)[nH]n(-c2cc(Cl)cc(Cl)c2)c1=O	3	0
COc1cc(COC(=O)Oc2ccc(CNC(C)=O)cc2OC)c([N+](=O)[O-])cc1OC	-49	-2
CC(C)(C)SC(=O)CC1NS(=O)(=O)OC2CCCCC12 (configuration not stated)	-2	3
CC(C)(C)c1ccc(C(=O)/C(C#N)=C/c2cccs2)cc1	-1	6
CN(C(=O)COC(=O)Cn1c(C(F)(F)F)nc2ccccc21)c1c(N)n(Cc2ccccc2)c(=O)[nH]c1=O	8	-3
O=S1(=O)c2ccc(Br)cc2N2CCC[C@@H]2CN1Cc1ccc(Cl)cc1	-45	4
Cn1c(SCc2cccc([N+](=O)[O-])c2)nc2ccccc2c1=O	-9	-4
Cc1cnc(CN(C)Cc2c(C(=O)N3CCCCCCC3)nc3ccc(Cl)cn23)[nH]1	14	3
Cc1ccc(C2C(C(=O)c3cccs3)=C(O)C(=O)N2CCN2CCOCC2)o1 (configuration not stated)	-2	6
COc1ccc(Cl)cc1-c1cc(C(=O)NCc2cccc(C(F)(F)F)c2)[nH]n1	-2	12
CC(=O)N/N=C/c1cc(C(C)C)cc(/C=N/NC(C)=O)c1O	3	-6
O=C(O)c1cn(Cc2ccccc2)c2ccc(Cl)cc2c1=O	22	-1
COc1ccc(C(=O)NCc2nnc(SCC(=O)Nc3ccccc3OC)n2C)cc1	3	-9
O=c1c2sc3nc(N4CCOCC4)c4c(c3c2ncn1-c1ccccc1)CCCC4	24	-12
Cn1cnnc1SCc1nc(N)nc(Nc2ccccc2)n1	13	-4
c1ccc(C2CC(c3cccs3)n3nnnc3N2)cc1 (configuration not stated)	-16	6
O=C(/C=C/c1cc([N+](=O)[O-])ccc1OC(F)F)NCc1ccc(F)cc1	-37	-2
COCCNC(=O)/C(C#N)=C/c1cccs1	11	-3
CSc1ncccc1C(=O)NCC(c1cccs1)N1CCOCC1 (configuration not stated)	0	-4
Cc1cccc(C)c1NC(=O)C(NC=O)c1ccccc1Cl (configuration not stated)	-47	2
CC(C)CC(NS(=O)(=O)c1ccc2c(c1)oc(=O)n2C)C(=O)NC1CCCc2ccccc21 (configuration not stated)	0	-9
COc1ccc(OCC(O)CNCCNc2nccc(C(F)(F)F)n2)cc1 (configuration not stated)	-3	4
CC(C)Cc1nnc(NC(=O)c2ccc3c(c2)NC(=O)C(C)S3)s1 (configuration not stated)	-7	4
O=C(N/N=C/c1ccncc1)c1nc2ccccc2c(=O)[nH]1	-6	6
CCN(CC)C(=O)Cn1cc(C(=O)C(=O)N2CCc3ccccc32)c2ccccc21	-14	4
Cc1cc(NC(=O)CC2CCCC2)n(-c2nc3ccccc3[nH]2)n1	59*	-15*
COc1ccc(NC(=O)c2c(NC(=O)CNCC(C)C)sc3c2CCC3)c(OC)c1	-4	4
COc1cccc2sc(=NC(=O)CS(=O)(=O)c3ccccc3)n(C)c12	-6	9
O=C(Nc1ccccc1N1CCCC1)C1CCN(S(=O)(=O)c2cccc(C(F)(F)F)c2)CC1	24	-7
CCOC(=O)C1CCCN(Cc2cn[nH]c2-c2ccc(F)cc2F)C1 (configuration not stated)	-6	13
COC(=O)c1c(C)cc(OC(C)=O)c(C)c1OC(C)=O	0	-2
Cc1ccc(OCC(=O)N(Cc2ccccc2)c2c(N)n(Cc3ccccc3)c(=O)[nH]c2=O)c(C)c1	-12	-1
CCN1CCN(S(=O)(=O)c2ccc(Cl)c(C(=O)N(C)Cc3cccs3)c2)CC1	2	0
CC(=O)c1c(C)[nH]c(C(=O)COC(=O)c2c(C)noc2C)c1C	21	-6
O=C(N1CCCC1)n1c(Cc2ccccc2)nc2ccccc21	-19	-7
N#Cc1nnn(-c2cc(Cl)cc(Cl)c2)c1N	-9	5
O=C(COC(=O)c1ccccc1Br)NC1CCCCCCC1	-12	1
c1nc(NCC2(N3CCOCC3)CCCCC2)c2ccsc2n1	0	6
COc1ccc(OC)c(N=c2ssnc2Cl)c1	12	-17
Fc1ccc(NCc2n[nH]c(=S)n2Cc2ccccc2)cc1	17	-13
O=C(/C=C/c1ccc(F)cc1)NC(=S)NNC(=O)c1cnccn1	10	-8
O=C1/C(=C/c2ccccn2)COc2ccccc21	-7	6
COc1ccc(C(=O)c2ccccc2)c2c(O)ccc(C(=O)c3ccccc3)c12	-13	18
COc1ccc(C(=O)Nc2ccccc2C(=O)Nc2ccc(C(=O)O)cc2)cc1	-11	5
O=C(CC1SC(=Nc2ccc(OC(F)F)cc2)N(CCN2CCOCC2)C1=O)Nc1ccccc1 (configuration not stated)	12	1
COC(=O)c1ccc(/C=N/Nc2nc3ccccc3[nH]2)cc1	13	6
O=C(Nc1nc2ccc(Cl)cc2s1)c1ccco1	9	-1
Fc1ccc2nc(N3CCCC3)sc2c1	-11	-1
CC(=O)C(Cl)C(=O)Nc1ccccc1 (configuration not stated)	5	54
CCN(CC)/C(N)=N/c1nc(C)cc(C)n1	0	-2
CCCOc1ccc(C2c3c(oc4cc(C)c(C)cc4c3=O)C(=O)N2CCCN(C)C)cc1 (configuration not stated)	0	0
Cc1ccccc1NC(=O)COc1ccc(Br)cc1CNCCCO	6	-6
O=C(NCC(=O)N1CCN(c2ccccc2O)CC1)C1CCCCC1	-18	0
COc1cc(OC)c(/C=N/NC(=O)Cn2nc([N+](=O)[O-])cc2C)c(OC)c1	-2	-6
Additional records
SMILES	TAG inh	TAG inh DAPI viability
O=C(/C=C/c1ccco1)Nc1ccc(Oc2ccccc2)cc1	-52	2
COc1ccc(S(=O)(=O)N(C)CC(=O)Nc2ccc(C)cc2)cc1OC	3	-12
Cc1ccc(S(=O)(=O)N2CCOCC2)cc1NC(=O)CNCC1CCCCC1	-6	2
COc1ccc(C=NC(CO)C(O)c2ccc([N+](=O)[O-])cc2)cc1 (configuration not stated)	-8	4
C=CCn1c(N)c(S(=O)(=O)c2cccs2)c2nc3ccccc3nc21	-9	15
Cc1ccc(C2C(C#N)=C(N)Oc3c2oc(CO)cc3=O)o1 (configuration not stated)	17	-14
CCc1c(C#N)c(SCCC(=O)Nc2cccc(OC)c2)nc2c1C(=O)CC(C)(C)C2	43	-9
COc1ccc(-c2sc3ccccc3c2-c2ccc(O)cc2)cc1	1	7
Fc1ccccc1CN(CCN1CCOCC1)C(=S)Nc1ccccc1Cl	2	-5
Cc1ccc(CC2C(=O)N(c3ccc(C)cc3)C(=O)C2C)cc1 (configuration not stated)	0	-15
COc1ccc(NC(=O)CSc2nnnn2Cc2ccccc2)cc1	-2	-2
C/C(=N\NC(=O)c1ccc(OC2CCCC2)cc1)c1ccc(C)s1	19	-13
COc1ccc(COC(=O)N/N=C(\C)CC(=O)Nc2c(C)cc(C)cc2C)cc1	8	-9
COc1cccc(NC(=O)CN(C)C(=O)COc2cc(C)ccc2Cl)c1	37	3
CC(C)(C)OC(=O)NCCc1nnc(SCc2ccccc2)o1	-11	-9
Nc1nnnn1/N=C/c1ccc(Br)cc1	1	3
CCOC(=O)c1sc2nc3c(cc2c1N)C(=O)CC(C)(C)C3	17	-8
Cc1ccc(C)c(S(=O)(=O)N2CCC3(CC2)OCCN3S(=O)(=O)c2cccs2)c1	-10	-3
COc1ccc(S(=O)(=O)NC(C)CCc2ccccc2)cc1 (configuration not stated)	-15	-7
COc1ccc(NC(=O)C(c2ccccc2)c2ccccc2)c(OC)c1	-27	-3
CC(NS(C)(=O)=O)C(c1cccs1)N1CCN(Cc2ccccc2)CC1 (configuration not stated)	1	4
O=C(O)c1cccc(NC(=O)c2ccc3c(c2)C(=O)N(C2CCCCC2)C3=O)c1	0	-6
COc1ccc(NS(=O)(=O)c2cc(NS(=O)(=O)c3cc(C(=O)O)ccc3OC)ccc2C)cc1	4	-10
CC(=O)c1ccc(NC(=O)C2CCCO2)cc1 (configuration not stated)	-4	-5
COc1ccc(CC(=O)NCCCCc2ccccc2)cc1OC	-1	-2
NNC(=O)CCCNc1ncc(C(F)(F)F)cc1Cl	-9	8
CC1CCCC(NC(=O)CSc2ccc(F)cc2)C1C (configuration not stated)	-5	3
COc1ccc(C(=O)NC2CCc3ccccc32)cc1OC1CCN(C(C)C)CC1 (configuration not stated)	20	-2
CC1CCCC(NC(=O)CSC2CCCCC2)C1C (configuration not stated)	4	-9
CCOc1cccc2cc(C(=O)NCCC3=CCCCC3)c(=O)oc12	7	-1
CCOc1ccc(S(=O)(=O)N(CC(=O)Nc2cccnc2)c2ccc(F)cc2)cc1	18	-10
Cc1ccc(S(=O)(=O)N2CCN(C(=O)COC(=O)c3ccc(O)cc3)CC2)c(C)c1	-2	4
CCCOC1CCCN(C(=O)c2cc(Cl)c(Cl)cc2C(=O)O)C1 (configuration not stated)	5	2
CCOc1ccc(N2CC(C(=O)Nc3ccccc3OC)CC2=O)cc1 (configuration not stated)	-4	10
COc1cccc(CNC(=O)CN(c2cc(C)cc(C)c2)S(=O)(=O)c2c(C)noc2C)c1	14	-12
Cc1ccccc1C(=O)Nc1scc(-c2ccc(Br)cc2)c1C(=O)O	2	-3
Cc1ncc([N+](=O)[O-])n1CC(O)CCl (configuration not stated)	-8	12
CCc1cccc(C)c1NC(=S)N(CCN(C)C)Cc1cccs1	7	-11
Cc1ccc(S(=O)(=O)N2CCN(C(=O)C3CC(=O)N(c4ccc5c(c4)OCCO5)C3)CC2)cc1 (configuration not stated)	-12	2
COc1cc(/C=N\NC(=O)c2ccc(-c3ccccc3)cc2)cc(OC)c1O	7	-3
Cc1ccc(NC(=S)NNC(=O)C2CC2c2ccc(C)cc2)cc1 (configuration not stated)	-6	-11
CCCCNC(=O)c1ccc(NS(=O)(=O)c2ccccc2)cc1	-3	6
Cc1ccc(S(=O)(=O)/N=c2\sccn2C)cc1	2	-5
Cn1nc(C(=O)NNC(=O)CCOc2ccc(C(C)(C)C)cc2)c2ccccc2c1=O	6	1
CC1(C)CC(N2CCN(C(c3ccccc3)c3ccccc3)CC2)=CC(=[N+]2CCCCC2)C1	-30	-11
O=C(NCc1ccccn1)Nc1ccc(F)cc1	5	-11
Cc1ccsc1C(=O)N(CC(C)C)c1c(N)n(Cc2ccccc2)c(=O)[nH]c1=O	0	-5
O=C(c1ccc(OC2CCN(CCO)CC2)cc1)N1CCCC1	4	-9
COCCN(C(=S)Nc1cc(C)ccc1C)C(C)c1cccnc1 (configuration not stated)	2	-2
COCOCCn1cc(CN2CCS(=O)(=O)N(Cc3ccc(-c4ccc(OC)nc4)cc3)C(C(C)C)C2=O)nn1 (configuration not stated)	12	-10
Cc1c(Cl)cnc(NC(=O)COC(=O)CCS(=O)(=O)c2ccccc2)c1Cl	-10	12
CC(=O)c1[nH]c(C)c(C(C)=O)c1C	12	-18

In the list so far, these have two or more sulfur atoms:
SMILES	TAG inh	TAG inh DAPI viability
Cc1ccc(N(CC(=O)NCCSc2ccccn2)S(C)(=O)=O)cc1	-19	4
CCOc1ccccc1NC(=O)CN(c1nccs1)S(=O)(=O)c1ccc(N)cc1	-33	-9
Cc1ccc(S(=O)(=O)N2CCOCC2)cc1C(=O)NCc1cn2ccsc2n1	8	-4
O=C(Nc1nnc(COc2ccc(F)cc2)s1)c1cccs1	17	-9
CC(C)(C)SC(=O)CC1NS(=O)(=O)OC2CCCCC12 (configuration not stated)	-2	3
CSc1ncccc1C(=O)NCC(c1cccs1)N1CCOCC1 (configuration not stated)	0	-4
CC(C)Cc1nnc(NC(=O)c2ccc3c(c2)NC(=O)C(C)S3)s1 (configuration not stated)	-7	4
COc1cccc2sc(=NC(=O)CS(=O)(=O)c3ccccc3)n(C)c12	-6	9
CCN1CCN(S(=O)(=O)c2ccc(Cl)c(C(=O)N(C)Cc3cccs3)c2)CC1	2	0
COc1ccc(OC)c(N=c2ssnc2Cl)c1	12	-17
C=CCn1c(N)c(S(=O)(=O)c2cccs2)c2nc3ccccc3nc21	-9	15
Cc1ccc(C)c(S(=O)(=O)N2CCC3(CC2)OCCN3S(=O)(=O)c2cccs2)c1	-10	-3
CC(NS(C)(=O)=O)C(c1cccs1)N1CCN(Cc2ccccc2)CC1 (configuration not stated)	1	4
COc1ccc(NS(=O)(=O)c2cc(NS(=O)(=O)c3cc(C(=O)O)ccc3OC)ccc2C)cc1	4	-10
CCc1cccc(C)c1NC(=S)N(CCN(C)C)Cc1cccs1	7	-11
Cc1ccc(S(=O)(=O)/N=c2\sccn2C)cc1	2	-5

Not all compounds are listed. The share of hits here may be higher or lower than overall.
